High-throughput results from PubChem.
D1 agonist: human D1 receptor agonism; P21728; HEK293 T-REx D1 cells, calcium flux, agonist mode; activation, % at 2 µM; actives 1% (n = 360,000); in the data active = activation above about 30%; also: 0% is about no effect
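Tetracycline-induced HEK293 TREx D1 cells, force-coupled to calcium signalling, were dye-loaded with a no-wash calcium kit. Compound was pin-added after a 10 s baseline. Fluorescence was read kinetically at 1 cycle/s for 180 s, with calcium rises flagged as agonism.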
RXFP1 antagonist: blocks the human relaxin receptor RXFP1; Q9HBX9; HEK293-RXFP1, relaxin-stimulated cAMP HTRF, 30 min; active compounds read low; activity change, negative = inhibition, % at 57.5 µM; actives 0.59% (n = 350,000); AID 1259400;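 active = activity change of -60% or lower, but not beyond a set lower limit; inconclusive = change between -60% and -40%, or beyond the set limit; inactive = change above -40%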; also: % is scaled to controls: 0 for no effect and ±100 for the full control effect
Target sequence (Q9HBX9 whole entry, looked up): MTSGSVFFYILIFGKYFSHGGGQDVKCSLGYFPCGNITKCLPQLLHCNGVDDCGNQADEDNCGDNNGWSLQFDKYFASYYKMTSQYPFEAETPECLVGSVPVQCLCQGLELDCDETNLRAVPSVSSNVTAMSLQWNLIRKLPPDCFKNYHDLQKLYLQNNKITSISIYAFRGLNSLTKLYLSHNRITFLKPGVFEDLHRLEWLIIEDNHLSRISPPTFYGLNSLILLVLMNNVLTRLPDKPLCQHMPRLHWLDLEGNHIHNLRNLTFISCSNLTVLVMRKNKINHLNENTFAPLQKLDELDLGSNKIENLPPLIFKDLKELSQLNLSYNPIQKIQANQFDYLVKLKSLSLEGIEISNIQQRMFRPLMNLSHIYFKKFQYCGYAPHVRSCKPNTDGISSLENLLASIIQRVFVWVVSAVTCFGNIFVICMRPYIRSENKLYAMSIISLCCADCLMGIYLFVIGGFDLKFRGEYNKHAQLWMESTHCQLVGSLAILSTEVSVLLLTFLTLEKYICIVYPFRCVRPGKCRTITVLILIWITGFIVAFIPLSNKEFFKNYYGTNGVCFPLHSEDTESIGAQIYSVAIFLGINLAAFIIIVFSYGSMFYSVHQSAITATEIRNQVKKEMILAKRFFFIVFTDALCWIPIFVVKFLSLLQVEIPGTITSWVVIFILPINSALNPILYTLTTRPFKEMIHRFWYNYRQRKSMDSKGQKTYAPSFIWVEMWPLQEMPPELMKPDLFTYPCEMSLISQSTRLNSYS
TRHR PAM: allosteric enhancers of human TRH receptor. P34981. TRHR cells, fluo-8 calcium fluorescence, EC20 TRH enhancement. enhancement, % at 2 µM. actives 0.66% (n = 360,000); in the data active = enhancement above about 30%; also: 0% is about no effect
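Enhancer read-out: after compound pinning and an initial kinetic agonist-mode read, an EC20 of TRH (10 nM final) was injected and fluo-8 calcium signal (Ex 480/Em 530) followed at 1 s/cycle for 100 cycles in TRHR-expressing cells.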
D1 antag: antagonists of human D1 dopamine receptor; P21728; HEK293 TREx D1 cells, calcium flux, dopamine EC80; active compounds read low; activity change, negative = inhibition, % at 10 µM; actives 3.2% (n = 360,000); AID 504652; in the data active = activity change below about -30%; also: % is scaled to controls: 0 for no effect and ±100 for the full control effect
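After overnight tetracycline induction at 30 C, force-coupled D1 HEK293 cells took up a no-wash calcium dye at room temperature. Compounds were added and monitored 180 s, and the response to EC80 dopamine was then recorded.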
RXFP1 agonist: agonists of human relaxin receptor RXFP1; Q9HBX9; HEK293T-RXFP1 cAMP TR-FRET, 30 min; response scale: percent of porcine relaxin response, buffer zero; Potency, µM (titrated, usually from 57.5 µM), for inactives: top-dose activation, actives largely listed as activators; actives 0.3% (n = 370,000); AID 2676; active = well fitted activation curve with a large enough effect; inconclusive = small, poorly fitted or top-dose-only effect; also: potency is read from the fitted curve at half-maximal effect; % is scaled to controls: 0 for no effect and ±100 for the full control effect; nearly all actives have a fitted effect of over 60% in size; many of its hits are not listed in these tables
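HEK293T cells stably expressing RXFP1 were pretreated with the PDE4 inhibitor Ro 20174, exposed to compounds for 30 min at 37C, lysed, and cAMP was read by TR-FRET. Data normalized to buffer (basal) and 29 nM porcine relaxin (100%).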
D1 potentiator: enhances dopamine response at the human D1 receptor; potentiation, % at 10 µM; P21728; AID 504651; actives 0.036% (n = 360,000); HEK293 TREx D1 cells, calcium flux, dopamine EC20 potentiation; in the data active = potentiation above about 30%; also: 0% is about no effect
D2 agonist: agonists of human D2 dopamine receptor. actives 0.53% (n = 340,000). AID 485358. HEK293 T-REx D2 cells, calcium flux agonist mode. activation, % at 2 µM. P14416;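 active = activation over 3 SD above normal in the single-dose calcium agonist read, cut at about 30% in these data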; also: 0% is about no effect
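HEK293 Trex D2 cells, tetracycline-induced, o/n 30 C 5% CO2; no-wash Ca dye, RT 30–90 min; 10-cycle baseline, 23 nl cpd added, kinetic Ca read 180 s; agonist hits = positive Ca response.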
D2 antag: D2 dopamine receptor (human) antagonism | P14416 | HEK293 TREx D2 cells, calcium flux, dopamine EC80 | inhibition, % at 10 µM | actives 2% (n = 340,000); in the data active = inhibition above about 30%; also: 0% is about no effect
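Inhibition of EC80 dopamine-driven calcium flux, recorded kinetically, defines activity here; cells are a tetracycline-induced HEK293 T-REx line expressing force-coupled D2.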
D2 potentiator: D2 dopamine receptor (human) potentiation | P14416 | HEK293 T-REx D2, calcium flux, EC20 dopamine potentiation | potentiation, % at 10 µM | actives 0.34% (n = 340,000);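 active = potentiation over 3 SD above the plate norm, cut at about 30% in these data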; also: 0% is about no effect
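Potentiation of an EC20 dopamine calcium response is measured in a force-coupled, tetracycline-inducible Hek293 Trex D2 line. Compound-only kinetic reads over 180 s flag agonists before dopamine addition.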
* = called active by the depositor; ? = inconclusive; · = no result given; & = joins results of further samples. A portion of the library; rates above refer to the full screens.

SMILES	D1 agonist	RXFP1 antagonist	TRHR PAM	D1 antag	RXFP1 agonist	D1 potentiator	D2 agonist	D2 antag	D2 potentiator
O=C(O)CCCCCN1C(=O)CSC1=S	6	4	-4	-7	-0.2%	-5	0.9	-2	6
Clc1cccc(Cl)c1C[n+]1ccc2ccccc2c1	8	10	4	-4	0.0%	-2	2.1	-19	-4
Cc1ccnc(NC(=O)c2ccc3c(c2)NC(=O)C(C)S3)c1 (stereo not given)	0	7	10	15	-0.1%	3	-0.7	-8	15
N/C(=N\OC(=O)Cc1ccccc1)c1ccc([N+](=O)[O-])cc1	2	15	-1	-17	1.6%	-6	·	·	·
Cc1cc(OCC(=O)OCC(=O)N(C)Cc2ccccc2C)ccc1Cl	4	-9	-8	-15	-1.1%	-8	0.6	3	4
CC(=C/c1ccco1)/C=N/NC(=O)c1nnn(-c2nonc2N)c1CN(C)C	2	-14	3	7	0.7%	-2	1.7	3	-1
CC(=O)Nc1ccc(-c2nnc3n(Cc4ccc(C)cc4)c(=O)c4ccccc4n23)cc1	0	-6	-2	4	-0.4%	-3	·	·	·
O=C(CCC(=O)Nc1cccc([N+](=O)[O-])c1)NCc1ccccc1	0	8	-4	3	0.0%	-4	-0.8	-1	-19
Cc1nc2c(C)cccc2c2c1COC2	2	10	-4	4	4.8%	3	0.0	·	-2
CC(Sc1nnc(C2CC2)n1C1CC1)C(=O)N(C)Cc1cccc(F)c1 (stereo not given)	1	10	19	-15	3.1%	1	-0.1	-3	7
CCCCSc1cc(=O)[nH]c(N)n1	-1	-15	4	-21	1.0%	-2	1.5	3	-9
CCn1c(-c2ccncc2)n[nH]c1=S	1	-8	13	5	0.2%	0	0.0	-21	18
Clc1ccccc1OCc1nc(-c2ccccn2)no1	3	5	4	-2	1.6%	0	0.1	-6	-4
COc1ccc(C)cc1-n1c(SCC(=O)NC2CC2)nc2ccccc2c1=O	2	-1	10	28	2.8%	2	0.1	-11	15
COc1ccc(-c2ccc3c(c2)S(=O)(=O)c2cccc(C(=O)NC4CCCCC4)c2C3=O)cc1OC	2	·	1	11	-0.6%	1	-0.3	11	23
Cc1cc(C)n(CC(=O)Nc2ccc(N3CCOCC3)c(Cl)c2)c(=O)c1C#N	0	-7	3	-17	-0.3%	-1	-0.1	23	·
CCCOc1ccc(NC(=O)CC2C(=O)N(c3ccc(C)cc3)C(=O)N2CCc2ccncc2)cc1 (stereo not given)	1	5	5	-6	0.9%	-2	-0.6	·	6
Cc1ccc(NC(=O)N2CCC(C(=O)Nc3ccc(C)cc3C)CC2)cc1	0	-6	1	-15	-1.0%	-13	0.1	18	-5
CCC(=O)N1CCN(c2ccc(Cl)cc2NC(=O)c2ccc(N3CCCC3)c([N+](=O)[O-])c2)CC1	1	7	-13	-10	-1.6%	0	1.6	2	11
Cc1ccc(-n2c(=O)c3ccc(C(=O)NCc4ccccc4Cl)cc3n(Cc3ccccc3F)c2=O)cc1	0	·	-2	3	-0.8%	-1	0.5	·	7
CC(C)(C)n1nnnc1C(c1cccnc1)N1CCOCC1 (stereo not given)	1	2	16	-11	0.6%	-4	0.7	-1	9
CC1CCN(c2ccc(C(=O)Nc3ccc4c(c3)OCO4)cc2[N+](=O)[O-])CC1	0	-34	2	2	1.0%	1	·	·	·
Cc1cc(C)n(-c2nncn2/N=C/c2ccccc2F)n1	0	-4	-4	-21	0.0%	3	·	·	·
COc1ccc(CCNS(=O)(=O)c2ccc(N3CCCCS3(=O)=O)cc2)cc1OC	2	-6	0	11	0.4%	0	1.1	·	0
Cc1ccc(C(=O)NCCNC(=O)c2ccco2)cn1	10	-3	2	12	1.8%	-1	1.5	1	2
CC1CCN(C(=O)C(C)Sc2nc(-c3ccccc3)cc(C(F)(F)F)n2)CC1 (stereo not given)	6&0	?	11&-1	13&8	-0.6%&1.4%	-7&-5	-0.1&-0.3	-16	8&10
O=C(NCCCNC(=O)c1ccc(Cl)cc1Cl)c1ccco1	1	4	-8	-20	-0.7%	-8	-1.0	-19	-4
Cc1ccc2c(CC(=O)Nc3c(C(=O)c4ccc(F)cc4)oc4ccccc34)coc2c1	0	-3	0	5	0.4%	2	0.1	·	12
COc1cc(CNC(=O)c2ccc3nc(CCc4ccccc4)oc3c2)cc(OC)c1OC	11	-13	-5	-18	-0.8%	-4	-1.5	·	13
CS(=O)(=O)N(CCc1ccccc1)CC(=O)N1CCCC1	4	-12	7	4	-0.2%	4	-0.4	-5	0

The list goes on (4 carried over from the part before).
SMILES	D1 agonist	RXFP1 antagonist	TRHR PAM	D1 antag	RXFP1 agonist	D1 potentiator	D2 agonist	D2 antag	D2 potentiator
O=C(NCCCNC(=O)c1ccc(Cl)cc1Cl)c1ccco1	1	4	-8	-20	-0.7%	-8	-1.0	-19	-4
Cc1ccc2c(CC(=O)Nc3c(C(=O)c4ccc(F)cc4)oc4ccccc34)coc2c1	0	-3	0	5	0.4%	2	0.1	·	12
COc1cc(CNC(=O)c2ccc3nc(CCc4ccccc4)oc3c2)cc(OC)c1OC	11	-13	-5	-18	-0.8%	-4	-1.5	·	13
CS(=O)(=O)N(CCc1ccccc1)CC(=O)N1CCCC1	4	-12	7	4	-0.2%	4	-0.4	-5	0
CCNC(=S)N/N=C/c1sc(N2CCCCC2)nc1-c1cccs1	5	-27	-7	2	2.8%	3	2.2	8	-1
COc1cccc(CNC(=O)c2sc3nc4n(c(=O)c3c2C)CCC4)c1	0	-15	0	5	-1.2%	3	0.8	·	3
CCC(CC)C(=O)Nc1cccc(SC)c1	-1	·	1	-24	0.3%	1	-0.4	0	11
Cc1nnc(C)c2c(C)n(-c3ccc(Cl)c(N)c3)c(C)c12	1	-1	0	0	-0.1%	0	-1.1	12	-2
O=S(=O)(Cc1ccc(Cl)cc1)c1ccccc1-c1nnc(-c2ccc(Cl)cc2)o1	6	-1	-9	13	1.7%	0	·	3	-4
O=c1c(-c2ccccc2)c(O)nc(SCCN2CCOCC2)n1-c1ccccc1	2	6	2	7	2.5%	1	-5.6	15	-3
COCCn1c(SCC(=O)N2CCc3ccccc3C2)nc2ccccc2c1=O	1	6	4	4	-0.6%	-4	·	·	·
O=C(c1cnn2c(C(F)F)cc(-c3ccccc3)nc12)N1CCOCC1	0	-8	4	7	-1.4%	0	0.2	-15	3
CN1CCN(C(=S)NCCc2ccccc2)CC1	4	4	-2	1	-0.7%	-1	-0.6	4	-7
CCOc1cc(NC(=O)c2ccccn2)c(OCC)cc1NC(=O)c1ccc(OC)cc1	-1	-7	2	-6	0.4%	-2	1.9	1	-1
CC(C)(C)c1ccc(OCCNC(=O)Cc2ccc(F)cc2)cc1	16	-17	-2	-12	-0.3%	-7	0.4	11	3
CC(C)Cn1cnc2c1c(=O)n(CC(=O)Nc1ccc3c(c1)OCO3)c(=O)n2Cc1ccccc1	2	-8	-5	1	0.8%	-4	-0.1	14	0
CCOc1ccc(N(C)S(=O)(=O)c2cnc[nH]2)cc1	3	1	1	-8	1.0%	-2	1.5	6	8
CC(C)[C@H](N[C@@H](C)c1ccccc1)c1c(O)ccc2ccccc12	4	-3	-7	7	0.1%	-3	0.5	-10	15
Cc1cccc(N2CCN(c3nc4ccccc4n4cnnc34)CC2)c1C	2	·	7	-13	4.3%	-2	1.3	5	-11
CC(=O)c1ccc(S(=O)(=O)NC2CC(=O)N(c3cccc(F)c3)C2)cc1 (stereo not given)	16	-11	-2	-24	0.4%	-3	-0.7	7	6
Nc1ccc2oc(C3CCCCC3)nc2c1	4	6	8	-3	1.5%	-1	0.7	3	17
O=C(Nc1ccncc1)c1ccc2ccccc2c1	8	-6	3	-38*	-2.1%	-8	0.4	-7	3
CCOC(=O)c1c(C)nc(C)c(C(=O)OCC)c1-c1ccccc1	-1	-9	-9	12	22%	-2	-1.8	15	2
COc1ccc(C2NC(=O)N(C)C3=C2C(=O)N(c2ccc(C)cc2)C3)cc1 (stereo not given)	2	·	15	12	-1.9%	-2	0.0	·	-2
Cc1ccc2c(c1)C(c1ccc(F)cc1)N(C(=O)COc1ccc(Cl)cc1Cl)CC(=O)N2 (stereo not given)	2	?	0	15	0.4%	1	0.7	·	9
CC1(C)CC(=O)c2cc(-c3nc(-c4ccc(Br)cc4)cs3)c(=O)n(-c3ccccc3)c2C1	2	·	3	-14	1.4%	-2	-0.2	·	-3
Cc1ccc(CNC(=O)C2CCC(=O)N(C3CCCC3)C2)c(F)c1F (stereo not given)	-1	13	-4	30	0.5%	-7	-0.2	21	9
O=C(N/N=C/c1cccc(O)c1)c1ccc2c(c1)OCCO2	1	10	1	-2	-2.4%	0	-0.1	5	18
COc1ccc(S(=O)(=O)N2CCc3ccccc32)cc1C(=O)OCc1nnc(-c2ccccc2)o1	3	-9	2	-3	3.2%	3	0.8	2	8
COC(=O)c1cc2nc(-c3ccc(OC)c(OC)c3)cc(C(F)(F)F)n2n1	1	-5	6	6	0.6%	0	-0.6	-7	-1
CN(C(=O)Cc1csc(-c2ccccc2)n1)c1c(N)n(Cc2ccccc2)c(=O)[nH]c1=O	0	1	2	2	-0.3%	1	0.0	3	0
CN(Cc1ccccc1)C(=O)COC(=O)c1ccc2ccccc2n1	1	-13	-2	-9	0.2%	0	-0.3	4	-3
O=C(CC12CC3CC(CC(Br)(C3)C1)C2)Nc1nncs1	2	-1	-2	5	-5.1%	-6	-0.3	4	0
O=C(Nc1ccccc1)Nc1ccccn1	3&0	-8	-5&2	5&-4	-1.0%&1.5%	1&4	0.0&0.6	6&2	5&7
Cc1c(NC(=O)c2ccc3c(c2)C(=O)N(Cc2ccco2)C3=O)cccc1C(=O)O	3	4	-1	-3	1.3%	-2	0.4	2	3
CCOC(=O)CNC(=S)N(CCCN1CCCC1)Cc1cccs1	3	-3	0	-24	-1.8%	-4	-0.1	-30	-10
O=[N+]([O-])c1ccc(N/N=C2/CCCCC2c2ccccn2)c([N+](=O)[O-])c1 (stereo not given)	1	-2	-1	8	-0.8%	-4	0.6	-9	2
COc1ccc(Nc2c(-c3ccsc3)nc3nc(C)cc(C)n23)cc1	0	-13	-2	1	3.7%	-3	-0.8	·	7
CCOc1c(CC2C(=O)Nc3ccc(Br)cc32)cccc1OC (stereo not given)	69*	-10	9	-41*	-0.8%	-2	-2.1	·	-15
CCOc1cccc(/C(O)=C2/C(=O)C(=O)N(Cc3cccnc3)C2c2ccco2)c1 (stereo not given)	1	-4	-4	3	9.7%	-1	1.0	-8	-3
